Compound activity from PubChem.
NCI-60 one-dose screen, 48 h, at 10 µM unless noted. Numbers give growth in % (100 = growth as untreated, 0 = no growth, -100 = all killed).
CAKI-1 – CAKI-1 renal cancer; 75,000 tested, 4.7% active; AID 1794772
A498 – A498 renal cancer cells | 76,000 tested, 5.4% active
SF-539 – SF-539 CNS cancer; 81,000 tested, 6.8% active; AID 1794752
ACHN – ACHN renal cancer | 81,000 tested, 4.9% active | AID 1794771
SF-268 – SF-268 CNS cancer cells; 82,000 tested, 3.1% active; AID 1794759
RXF 393 – RXF 393 renal cancer cells. 77,000 tested, 6.9% active. AID 1794773
SNB-19 – SNB-19 CNS cancer cells; 81,000 tested, 2.5% active; AID 1794751
SNB-75 – SNB-75 CNS cancer. AID 1794750. 79,000 tested, 5% active
* hit, by the source's call; · = not tested or not shown; & = joins results of further samples. Rule for the calls: active = growth percent below 10; inactive = the rest. The order is random; any-hit rate near 12%.

SMILES	CAKI-1	A498	SF-539	ACHN	SF-268	RXF 393	SNB-19	SNB-75
Nc1nn2c(-c3ccccc3)ccnc2c1N=Nc1ccc(S(N)(=O)=O)cc1	94	84	94	104	97	107	95	77
N#Cc1c(Cl)nc(SCC(=O)N2CCN(c3cc4c(cc3F)c(=O)c(C(=O)O)cn4C3CC3)CC2)nc1-c1ccc(Br)cc1	94	106	101	100	93	102	103	87
O=C(N/C(C(=O)N1CCCCC1)=C(\Br)c1ccc(/C(Br)=C(/NC(=O)c2ccccc2)C(=O)N2CCCCC2)cc1)c1ccccc1	85	106	110	97	101	108	94	103
Cc1cccc(C)c1[C@@H]1C[C@@](C)(O)[C@H]2CC[C@H](C)C[C@@H]2O1	94	94	91	97	106	125	97	94
COCCOCCOCc1n(Cc2ccc3ccccc3n2)c2ccccc2[n+]1Cc1ccc2ccccc2n1	·	78	27	98	23	67	22	4.6*
O=C(/C=C/c1ccco1)c1cccc([N+](=O)[O-])c1	105	96	109	104	108	95	99	95
Cc1cccc([N+](=O)[O-])c1N	110	91	101	112	109	·	96	88
N#CCCOc1ccccc1	92	101	96	102	102	114	108	101
CC(C)(C)c1ccc(S(=O)(=O)Oc2ccc3c(ccn3C(=O)C34CC5CC(CC(C5)C3)C4)c2)cc1	76	·	100	104	92	104	100	84
NC(=S)N1N=C(c2cc3ccccc3o2)CC1c1c[nH]c2ccccc12 (centres undefined)	·	118	96	90	85	112	97	94
N#CCC1=NC(c2cccs2)=Nc2ccccc2S1	96	91	101	98	94	105	88	94
COc1c([C@@H](CC(C)C)OC(C)=O)ccc2c1C(=O)OCc1cc(C)cc(O)c1O2	·	61	56	16	33	64	36	51
c1ccc2c(-c3cn4ccnc4c(-c4ccc5c(c4)ncn5C4CCCCC4)n3)cccc2c1	79	105	92	92	88	100	83	91
CCc1c2c(c(C)c3oc4cc(OC)ccc4c13)C(=O)N(O)C2=O	99	114	104	95	103	122	108	106
O=C(CCc1nnc(/C=C/c2ccccc2)o1)c1nc2ccccc2[nH]1	92	62	106	100	89	110	97	83
COc1ccc2c(c1)CC/C(=C\c1ccc(OCC(=O)Nc3nccs3)cc1)C2=O	458	102	104	108	98	·	110	111
Cc1nc2ccccc2nc1-c1ccc([N+](=O)[O-])cc1	93	75	101	105	101	113	105	89
c1ccc2c(c1)Oc1ccccc1C2C1c2ccccc2Oc2ccccc21	74	92	97	88	97	94	97	86
NNC(=O)c1cc2ccc1CCc1ccc(cc1)CC2	93	103	98	103	97	123	99	·
COc1ccc(-c2nc3sccn3c2-c2ccnc(NCCNS(=O)(=O)c3cccc(F)c3)n2)cc1	75	·	101	60	73	69	91	75
COc1ccc(NC(=O)Oc2ccc(C#N)cc2)cc1	95	93	92	103	108	90	108	95
Cc1cccc(C)c1NC(=O)c1ccccc1	96	95	99	97	92	101	101	98
O=[N+]([O-])c1cccc(-c2nnc3c(/C=C/c4ccccc4O)nc4ccccc4n23)c1	41	89	46	36	78	53	87	102
COc1cccc(C(=O)N(c2ccc(F)cc2C(F)(F)F)C(C(=O)NC(C)(C)C)c2cc3c(C)cc(C)cc3nc2Cl)c1 (centres undefined)	90	108	101	100	93	92	90	104
C[n+]1cccc(C(=O)c2ccccc2)c1	97	104	104	104	97	103	106	87
CC1S(=O)(=O)OCCOS1(=O)=O	93	107	103	108	97	108	·	103
CCCCn1c(=O)c(/C=C/c2cc(/C=C/c3cc4cc(C)ccc4n(CCCC)c3=O)n(-c3ccccc3Cl)n2)cc2cc(C)ccc21	83	116	95	101	104	120	110	77
Cc1ccc2oc(=O)cc(-c3cc(-c4cc5ccccc5oc4=O)nc(N)c3C#N)c2c1	·	80	60	42	48	·	76	34
CC(=O)N=c1sc(S(N)(=O)=O)nn1C	95	94	117	·	111	·	105	107
NC(=S)N1N=C(c2ccc(N3CCNCC3)cc2)CC1c1cccs1 (centres undefined)	92	·	98	109	95	105	106	96
CCOC(=O)c1c(C)nc2c(c1N)CC(=O)N2Cc1ccc(OC)c(F)c1	95	88	89	98	95	98	94	100
CC(=O)Nc1ccc(S(=O)(=O)/N=C(/C2CCCC2C)N2CCOCC2)cc1 (centres undefined)	98&92	88&82	100&102	100&102	105&107	106&113	104&102	88&77
O=C1CC2CC1CCC2=O (centres undefined)	104	53	98	107	107	100	99	94
COc1cc2c(c(OC)c1OC)CCC(c1cccc(C(=O)Nc3ccccc3Br)c1)O2 (centres undefined)	95	57	83	86	87	92	90	66
CCSc1nc2c([nH]1)c(=O)n(C)c(=S)n2C	100	108	98	102	106	117	109	126
O=S(=O)(c1ccccc1)c1no[n+]([O-])c1-c1ccncc1	96	90	95	95	91	99	103	95
Cc1ccc(NCc2ccccc2)cc1	99	71	102	103	96	102	89	·
CN(C)c1ccc(-c2ccc(-c3ccc(C#N)cn3)o2)cc1	82	88	10	49	76	70	83	30
Nc1nc(N)c(N=Nc2ccc(S(=O)(=O)Nc3ccccn3)cc2)c(=O)[nH]1	92	100	106	97	99	106	103	79
c1ccc(C2=NCCCO2)cc1	106	98	99	97	·	104	105	91
COc1ccc(O)c(C(=O)CC(=O)c2ccncc2)c1	94	·	99	98	97	117	103	83
CCSCC1CC(O)(c2ccccc2)CC(c2ccc(F)cc2)O1 (centres undefined)	-25*	·	36	3.1*	20	-5.4*	36	33
CC(=O)Nc1ccc(/C=C/C(=O)O)cc1	·	·	108	102	97	115	102	96
CCOC(=O)C(=CNc1ccccc1[N+](=O)[O-])C(=O)OCC	99	64	98	86	105	104	91	97
COc1ccc(OC)c(/C=N/NC(=O)c2ccc3cccc(O)c3n2)c1	91	·	84	93	91	104	89	82
C=C1C(=O)O[C@H]2[C@H]1CC/C(Cn1cc(COC(=O)NCCOCCOCC(=O)Nc3ccc(OC)c(C(N)=O)c3O)nn1)=C\CC[C@@]1(C)O[C@@H]21	·	98	100	103	99	102	99	86
CCCC(C)(O)c1ccccc1 (centres undefined)	87	96	100	105	101	99	114	69
N=C(N)SCCc1ccccc1	103	51	95	107	98	125	100	99
CCCN1CCN(c2ccc3nc(-c4ccc5nc(-c6cc(OC)ccc6OC)[nH]c5c4)[nH]c3c2)CC1	106	·	96	106	106	93	115	91
COc1ccc(-n2c(/C=C/c3ccc(O)c(OC)c3)cc(/C=C/c3ccc(O)c(OC)c3)nc2=O)cc1	87	113	39	70	41	45	70	55

Continued, starting with the last 3 of the part before.
SMILES	CAKI-1	A498	SF-539	ACHN	SF-268	RXF 393	SNB-19	SNB-75
N=C(N)SCCc1ccccc1	103	51	95	107	98	125	100	99
CCCN1CCN(c2ccc3nc(-c4ccc5nc(-c6cc(OC)ccc6OC)[nH]c5c4)[nH]c3c2)CC1	106	·	96	106	106	93	115	91
COc1ccc(-n2c(/C=C/c3ccc(O)c(OC)c3)cc(/C=C/c3ccc(O)c(OC)c3)nc2=O)cc1	87	113	39	70	41	45	70	55
N/N=C1\CCC(C(=O)NN)C1 (centres undefined)	92	96	97	106	106	106	105	96
Clc1ccc(Cc2nnc3sc(-c4ccc5c(c4)OCCO5)nn23)cc1	91	100	96	100	99	93	99	104
COc1cc(C(=O)NCC(=O)NNC(C)C)cc(OC)c1OC	95	99	112	97	109	104	106	110
CCN(CC)CCNc1ccc(N=Nc2cnc3ccccc3c2)c2ccccc12	·	-91*	-97*	-70*	-78*	·	-72*	-57*
C=C(C)[C@@H]1CC[C@]2(C)[C@H](CC=C3[C@@H]4C[C@](C)(C(=O)N5CCN(C)CC5)CC[C@]4(C)CC[C@]32C)[C@@]1(C)CCC#N	63	97	70	80	72	85	89	79
Cc1ccc(NC(=S)Nc2ccccc2)c(C)c1	96	115	98	106	105	117	113	99
CCOC(=O)C(CC(C(=O)OCC)C(=O)OCC)C(=O)OCC	103	74	97	100	105	100	101	98
CCN(CC)CCOc1ccc(C(=O)CCc2ccccc2)cc1	98	·	80	97	96	98	106	85
COc1ccc(/C=C/c2nc(Oc3ccc(-c4ccn[nH]4)cc3)c3ccccc3n2)cc1	76	·	98	94	93	100	97	67
COc1ccc(/C=N/NC(=O)CSc2nc3ccccc3c(=O)n2Cc2ccc(S(N)(=O)=O)cc2)cc1	95	·	107	109	98	105	101	95

Quoted at random: 5 compounds from above, in no set order.
SMILES	CAKI-1	A498	SF-539	ACHN	SF-268	RXF 393	SNB-19	SNB-75
O=C(/C=C/c1ccco1)c1cccc([N+](=O)[O-])c1	105	96	109	104	108	95	99	95
N#Cc1c(Cl)nc(SCC(=O)N2CCN(c3cc4c(cc3F)c(=O)c(C(=O)O)cn4C3CC3)CC2)nc1-c1ccc(Br)cc1	94	106	101	100	93	102	103	87
CC(=O)N=c1sc(S(N)(=O)=O)nn1C	95	94	117	·	111	·	105	107
CCN(CC)CCOc1ccc(C(=O)CCc2ccccc2)cc1	98	·	80	97	96	98	106	85
Nc1nc(N)c(N=Nc2ccc(S(=O)(=O)Nc3ccccn3)cc2)c(=O)[nH]1	92	100	106	97	99	106	103	79

(continued)
SMILES	CAKI-1	A498	SF-539	ACHN	SF-268	RXF 393	SNB-19	SNB-75
CSCCC(NCCC(=O)O)C(=O)O (centres undefined)	106	108	94	107	112	107	107	102
CC1(C)CC2=C3C=C[C@@H]4[C@@]5(C)CC[C@H](O)C(C)(C)[C@@H]5CC[C@@]4(C)[C@]3(C)CC[C@@]2(C(=O)O)CC1=O	28	57	60	13	35	22	69	17
C[N+]1=C(/C=C/c2ccc(I)cc2)C(C)(C)c2ccccc21	94	104	99	95	90	71	97	96
C#CCOc1ccccc1C(Nc1ccc(F)c(Cl)c1)c1nnnn1C1CCCCC1 (centres undefined)	56	101	89	87	87	86	87	88
O=C(Nc1ccc(Br)cc1)c1ccccc1Cl	98	63	104	112	100	104	111	95
O=[N+]([O-])c1c(N2CCN(CCO)CC2)nc2ccccn12	97	131	100	107	117	104	102	83
CC(C)CCN(CCC(C)C)CC(O)c1ccc2ccc3ccccc3c2c1 (centres undefined)	64	90	90	60	98	65	91	76
c1ccc2c(c1)Cc1ccccc1O2	·	89	95	104	102	107	95	101
Cc1nc2ccc(Br)cn2c1-c1nnc(SCc2c(F)c(F)c(F)c(F)c2F)o1	82	81	102	91	99	100	94	73
N#Cc1cnn(CCCl)c1N	100	106	107	113	107	112	112	105

Part of the list above with just A498, SF-268 and SNB-75.
SMILES | A498 | SF-268 | SNB-75
c1ccc2c(c1)Cc1ccccc1O2 | 89 | 102 | 101
Cc1nc2ccc(Br)cn2c1-c1nnc(SCc2c(F)c(F)c(F)c(F)c2F)o1 | 81 | 99 | 73

Going on with the list.
SMILES	CAKI-1	A498	SF-539	ACHN	SF-268	RXF 393	SNB-19	SNB-75
C(=N\Nc1nc(-c2ccccc2)cs1)/c1nc2ccccc2n1C1CC1	93	85	96	99	98	110	97	83
CC1C(O)CCC2C1(C)CCC1C2(C)CCC2(C)C3CC(C)(C)CCC3(C)CCC12C (centres undefined)	102	110	97	105	113	111	104	93
c1ccc([P+](Cc2ccccc2C[P+](c2ccccc2)(c2ccccc2)c2ccccc2)(c2ccccc2)c2ccccc2)cc1	93	105	97	100	109	103	83	91
COc1ccc(-c2cc(-c3cccnc3)nc(OCc3nnc(-c4ccc(Cl)cc4)o3)c2C#N)cc1OC	96	97	106	102	101	·	96	94
C=C1CCC2C3(C)COC(c4ccccc4F)OC3CCC2(C)C1C/C=C1/C(=O)OCC1O (centres undefined)	-41*	101	-88*	-99*	58	-68*	-93*	-58*
Cn1cc(C2=C(c3coc4ccc(F)cc34)C(=O)N(O)C2=O)c2ccccc21	79	104	104	91	100	102	91	78
COC(=O)c1cc(C(=O)C(=O)O)ccc1O	94	96	99	101	105	102	102	102
COc1cccc(NC(=O)Cn2cc3c(=O)oc4ccccc4c3n2)c1	96	87	102	116	103	·	102	65
N#Cc1ccc(NC(=O)NNC(=O)c2ccncc2)cc1	115	101	102	103	102	131	114	101
O=C(/C=C/c1c(-c2ccc(F)cc2)nc2sccn12)c1ccc(F)cc1	91	73	99	92	93	84	94	79
COc1ccc(/C(=C2\O[C@@H]([C@H](O)CO)[C@H]3OC(C)(C)O[C@@H]23)c2cc(OC)c(OC)c(OC)c2)cc1O	105	·	68	78	71	·	77	56
NS(=O)(=O)c1ccc(CCn2c(SCC(=O)Nc3ccccc3)nc3ccccc3c2=O)cc1	96	85	102	106	96	109	102	104
COc1ccc(C(=O)COc2cccc(/C=C3\COc4ccc5ccccc5c4C3=O)c2)cc1	72	89	16	143	84	·	67	-6.6*
C=CCSc1nnc(-c2ccc3nc(-c4ccccc4)[nH]c3c2)o1	107	111	96	96	108	83	105	160
O=CC(O)C(O)C(O)CO (centres undefined)	117&106	109&95	111&88	98&99	100&107	104	113&103	98&104
O=C(CN1CCOCC1)Nc1ccc(-c2nc3ccccc3s2)cc1	100	·	90	104	110	111	101	100
CC1(C)Cc2cc(Br)ccc2O1	100	114	101	104	105	99	98	95
O=C1CSC(c2ccccc2Cl)N1c1ccccc1 (centres undefined)	99	125	111	110	122	144	101	98
O=c1c2ccccc2nc(-c2ccccc2)n1-c1ccc(S(=O)(=O)Nc2ccccn2)cc1	·	100	96	105	101	121	99	91
Cc1cccc(Cl)c1NC(=O)c1ccc2nc(NC(=O)NCCN(C)C)sc2c1	95	91	80	93	94	48	105	24
CC(C)CCC[C@@H](C)[C@H]1CCC2C3CCN4C(=O)CCC(=O)N4C3CC[C@@]21C (some centres undefined)	74	89	89	90	93	102	104	162
c1ccc2c(c1)CCCN2c1nc(N2CCCCC2)nc(N2CCOCC2)n1	86	120	110	105	109	103	114	88
COc1ccc(C(=S)N2CCN(c3ccc(C)cc3)CC2)cc1OC	87	110	103	126	96	132	95	97
Cc1nc(N/N=C/c2ccccc2O)c(C#N)c(C#N)c1C	·	111	75	84	70	95	89	79
